Compound activity (PubChem BioAssay)
GFP derepression: derepresses silenced GFP locus in mouse C127i cells. Potency, µM (doses to about 46.1 µM), for inactives: at the top dose GFP derepression (activation). actives 0.09% (n = 68,000). AID 597. mouse C127i GFP locus derepression, cytometry, 30 h; further: % of control where 0% means no effect
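Derepression screen: silenced CMV-GFP reporter in murine C127i cells, 30 h compound incubation at 37 C, washed cells imaged by laser-scanning cytometer to enumerate GFP-expressing objects of 20 to 120 um.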
Tau filament bind: binds recombinant human tau filaments; P10636; recombinant tau filaments, thioflavin S fluorescence, 15 h; filaments grown with octadecylsulfate alongside compound; Potency, µM (doses to about 57.1 µM), for the others: top-dose activity change, negative = inhibition; actives 2% (n = 71,000);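 further: potency means the concentration at half of the fitted maximal effect; on the % scale 0 is the no-effect control and ±100 the full control effect; actives lower thioflavin S fluorescence by blocking filaments or displacing dye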
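Thioflavine S fluorescence (ex 450, em 510 nm) reports filaments formed from 1 uM human tau plus 30 uM ODS over 15 h at 37 C (10 mM HEPES pH 7.4, 100 mM NaCl, 5 mM DTT); compounds displacing dye or blocking filaments lower signal.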
15-hLO inh: inhibitors of human 15-lipoxygenase (ALOX15); P16050; purified 15hLO-1, xylenol orange hydroperoxide absorbance; Potency, µM (top dose mostly 57.1 µM), without a hit: top-dose activity change, negative = inhibition, usual class: inhibitors; actives 1.4% (n = 74,000); AID 887; further: potency means the concentration at half of the fitted maximal effect; on the % scale 0 is the no-effect control and ±100 the full control effect; nearly all actives have a fitted effect of over 55% in size
Target sequence (P16050 whole entry, looked up): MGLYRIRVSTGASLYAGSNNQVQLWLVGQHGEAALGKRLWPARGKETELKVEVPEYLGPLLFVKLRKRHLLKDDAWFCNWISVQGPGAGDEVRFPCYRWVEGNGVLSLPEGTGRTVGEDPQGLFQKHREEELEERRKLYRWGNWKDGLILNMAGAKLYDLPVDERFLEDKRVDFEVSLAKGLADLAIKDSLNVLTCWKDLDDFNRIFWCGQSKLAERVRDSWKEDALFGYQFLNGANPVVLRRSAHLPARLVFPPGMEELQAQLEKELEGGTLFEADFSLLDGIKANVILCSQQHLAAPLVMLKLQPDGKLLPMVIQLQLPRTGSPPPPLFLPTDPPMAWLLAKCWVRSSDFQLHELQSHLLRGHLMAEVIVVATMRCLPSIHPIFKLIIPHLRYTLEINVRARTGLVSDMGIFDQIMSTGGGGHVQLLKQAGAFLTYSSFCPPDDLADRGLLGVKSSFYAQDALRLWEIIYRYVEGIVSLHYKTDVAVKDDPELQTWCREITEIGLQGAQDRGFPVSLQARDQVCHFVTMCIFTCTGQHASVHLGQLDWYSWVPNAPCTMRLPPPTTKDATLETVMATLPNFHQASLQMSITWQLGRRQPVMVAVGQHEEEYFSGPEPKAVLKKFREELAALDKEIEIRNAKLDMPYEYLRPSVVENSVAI
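40 nM 15hLO-1 + cpd, 15 min RT; start w/ 50 uM AA (final), 6 min RT; stop/detect w/ 200 uM XO + 300 uM Fe(II) in 50 mM H2SO4, 30 min; A573/A405. Buffer 25 mM Hepes pH 7.5, 0.01% Triton X-100. No-enzyme wells as negative control.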
Hsp90 Hop PPI: changes Hsp90-Hop TPR2A binding signal, up or down | AlphaScreen TPR2A-His6 binding biotin-Hsp90 C-terminal peptide | actives 0.44% (n = 71,000) | Potency, µM (doses to about 57 µM), for inactives: at the top dose activity change, negative = inhibition | AID 595; active means well fitted curve in either direction with a large enough effect; inconclusive means small, poorly fitted or top-dose-only effect, or another doubt; further: potency means the concentration at half of the fitted maximal effect; on the % scale 0 is the no-effect control and ±100 the full control effect; many of its hits are not listed in these tables
HADH2 inhib: HADH2 (human) dehydrogenase inhibition. Q99714. Potency, µM (doses to about 57.1 µM), without a hit: at the top dose activity change, negative = inhibition, most hits filed as inhibitors. recombinant HADH2, NADH fluorescence, beta-hydroxybutyryl-CoA. actives 3.4% (n = 73,000). AID 886; further: potency means the concentration at half of the fitted maximal effect; on the % scale 0 is the no-effect control and ±100 the full control effect; nearly all actives have a fitted effect of over 60% in size; many of its hits are not listed in these tables
Target sequence (Q99714 whole entry, looked up, one chain of several): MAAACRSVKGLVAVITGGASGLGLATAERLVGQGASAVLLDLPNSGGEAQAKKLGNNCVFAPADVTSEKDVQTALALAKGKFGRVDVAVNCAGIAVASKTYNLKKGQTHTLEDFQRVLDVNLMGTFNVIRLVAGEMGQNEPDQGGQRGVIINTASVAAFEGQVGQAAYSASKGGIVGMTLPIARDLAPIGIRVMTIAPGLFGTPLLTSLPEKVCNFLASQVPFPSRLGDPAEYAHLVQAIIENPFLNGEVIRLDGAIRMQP
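Activity measured as NADH fluorescence gain (360/450 nm), taken as the change between first and last reads of a 4-min kinetic run. Conditions: pH 9.0 Tris buffer, 20 nM E. coli-expressed His-tagged enzyme, 1 mM NAD+, 90 uM beta-hydroxybutyryl-CoA; 15-min compound preincubation.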
CRE-bla Fsk: alters forskolin-stimulated CRE reporter signaling in CHO cells. actives 2.5% (n = 71,000). CHO CRE-bla reporter (cAMP response element driving beta-lactamase), forskolin EC10, beta-lactamase ratio. AID 662. Potency, µM (series often up to 38.2 µM), for inactives: at the highest dose activity change, negative = inhibition, actives largely listed as activators; active means well fitted activation curve with a large enough effect in the signal ratio, with a control signal flat, not every such curve was filed as active; inconclusive means small, poorly fitted or top-dose-only effect, or effect the other way, or a change in a side signal; the % refers to the signal ratio; further: potency means the concentration at half of the fitted maximal effect; % of control where 0% means no effect
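Beta-lactamase reporter under a cAMP responsive element in CHO cells; compounds tested in titration series against EC10 NKH 477, 3 h at 37 °C. Read-out: CCF4 FRET ratio 460nm/530nm (excitation 405nm) giving %Activity, fitted to AC50.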
FLuc inh: blocks Photinus pyralis firefly luciferase activity; P08659; purified firefly luciferase, luminescence, 8 min; Potency, µM (doses to about 57.1 µM), for inactives: at the highest dose activity change, negative = inhibition, actives largely listed as inhibitors; actives 2.2% (n = 72,000); AID 411; further: potency means the concentration at half of the fitted maximal effect; on the % scale 0 is the no-effect control and ±100 the full control effect; nearly all actives have a fitted effect of over 40% in size
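Titration-based qHTS; buffer 50 mM imidazole pH 7.2, 50 mM KCl, 7 mM MgCl2, 10 uM ATP, 0.01% Tween 20, 0.05% BSA; luciferase/luciferin detector mix added after compound; 8 min, ambient; luminescence.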
ERK AVP inh: inhibitors of vasopressin-stimulated ERK signaling pathway; Potency, µM (series often up to 57.5 µM), for the others: at the highest dose activity, negative = inhibition, usual class: inhibitors; HEK293-V1b, vasopressin-stimulated pERK AlphaScreen; actives 0.99% (n = 72,000); further: potency means the concentration at half of the fitted maximal effect; on the % scale 0 is the no-effect control and ±100 the full control effect; nearly all actives have a fitted effect of over 55% in size
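V1b-HEK293 cells; cpd 30 min 37C; 25 nM vasopressin 5 min; lyse 10 min; AlphaScreen beads 5 hr RT. Normalized to DMSO basal and 25 nM vasopressin; AC50 by Hill fit.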
UbGFP stabilizer: proteasome inhibitors stabilizing ubiquitin-GFP reporter; Ubiquitin-GFP reporter cells, proteasome inhibition, GFP fluorescence; response scale: untreated = 0%, 10 µM MG-132 = 100%; Potency, µM (titrated, usually from 45.9 µM), without a hit: at the top dose activation (GFP accumulation), most hits filed as activators; 67,000 tested, under 10 active; AID 526; active means well fitted activation curve with a large enough effect, not every such curve was filed as active; inconclusive means small, poorly fitted or top-dose-only effect, or another doubt; inactive means no such curve, though single readings can be large or run the other way; further: potency means the concentration at half of the fitted maximal effect
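Reporter cells (U2OS, ubiquitin-G76V-GFP fusion) are plated overnight, then treated 4 hr at 37 °C with compound titrations from 46 uM down to 2.9 nM. Activity is scaled against untreated cells and 10 uM MG-132.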
DNA Pol III inh: inhibitors of bacterial DNA polymerase III holoenzyme; reconstituted DNA polymerase III holoenzyme replication, biochemical; Potency, µM (highest dose often 57.1 µM), without a hit: at the highest dose activity change, negative = inhibition; actives 0.25% (n = 71,000); further: potency means the concentration at half of the fitted maximal effect; on the % scale 0 is the no-effect control and ±100 the full control effect
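Reconstituted *E. coli* holoenzyme (0.35 nM Pol III, 1 nM beta, 154 nM SSB, 2 nM primase) was preincubated with compound for 15 min at RT. Synthesis on 1.4 nM ssM13Gori ran 35 min, then was stopped with PicoGreen/EDTA and read as dsDNA fluorescence.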
HBB splicing: modulators of hemoglobin beta chain splicing; HBB splicing reporter cell assay, activation; EGFP reporter with mutant IVS2-654 intron; response scale: normalised to 500 nM splice-correcting PNA; Potency, µM (highest dose often 46.1 µM), for inactives: at the highest dose activation, usual class: activators; actives 0.06% (n = 65,000); AID 925; further: potency means the concentration at half of the fitted maximal effect; 0% is about no effect
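HeLa cells stably expressing EGFP interrupted by mutant beta-globin intron 2 (IVS2-654), 500/well in 2% FCS. Treated with compound for 2 days at 37C. Splicing correction scored as total well GFP intensity (488 nm excitation, 500-520 nm emission); 500 nM antisense PNA served as control.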
The depositor's hits bear a star; ? = inconclusive; / = not tested or not shown; [ ] = another dose, or the depositor's remark. Unless noted, the call rests on the fitted dose curve; in most records, active means well fitted curve in the direction sought with a large enough effect; inconclusive means small, poorly fitted or top-dose-only effect, or another doubt; inactive means no such curve, though single readings can be large; an effect the other way counts as inactive or inconclusive. Only part of the results is shown (hit frequency here may not be typical).

SMILES | GFP derepression | Tau filament bind | 15-hLO inh | Hsp90 Hop PPI | HADH2 inhib | CRE-bla Fsk | FLuc inh | ERK AVP inh | UbGFP stabilizer | DNA Pol III inh | HBB splicing
CC(=O)Nc1cccc(NS(=O)(=O)c2cccc3nsnc23)c1 | 2% | -8% | -8% | -6% | -2% | 2% | 1% | -9% | -4% | -4% | -0.4%
N#Cc1nc(N)nc(N(c2ccccc2)c2ccccc2)n1 | 8% | 7.9µM* | -3% | ? | -14% | 4% | 1% | 7% | -7% | 1% | -0.7%
CC(CN1CCOCC1)OC(=O)c1ccc(Br)cc1 (centres undefined) | 11% | -13% | 15% | ? | 15% | -15% | 1% | 14% | -1% | -2% | 0.3%[57.5 µM]
O=C1c2ccccc2-c2c1cccc2C(=O)N(CCO)CCO | 0% | -9% | 0% | -5% | 26% | -4% | 2% | 16% | 0% | -10% | -0.4%[9.22 µM]
c1ccc(Cn2c(-c3ccco3)nc3nc4ccccc4nc32)cc1 | 2% | 7.9µM* | -18% | 8% | 32µM* | 13µM* | -25% | -12% | -9% | -4% | 6.5%[57.5 µM]
COc1ccc(CCNC(=O)Cn2nnc(-c3cccs3)n2)cc1OC | -3% | -4% | -2% | -1% | 18% | 2% | 2% | -23% | 7% | -8% | /
O=C(O)c1ccc(Cl)c(S(=O)(=O)NCc2ccco2)c1 | -2% | -2% | 0% | -3% | -6% | -5% | -29% | 6% | -3% | -4% | -1.5%
CCOC(=O)C1CCN(C(=O)c2ccc(SC)cc2OC)CC1 | -2% | 1% | 22% | 0% | 9% | 1% | 0% | -4% | 6% | -7% | 0.1%
Cc1cc(OC(=O)N2CCOCC2)cc(C)c1Cl | 2% | -13% | -9% | 4% | 11% | 2% | -1% | -10% | 15% | 0% | -0.1%
OC[C@@H]1O[C@@H](n2cnc3c(SCc4ccccc4)ncnc32)[C@@H](O)[C@H]1O | 0%[9.22 µM] | -5%[11.4 µM] | 8%[11.4 µM] | -3%[11 µM] | 21%[11.4 µM] | 1%[7.6 µM] | 2%[11.4 µM] | 2%[11.5 µM] | 3%[9.17 µM] | -11%[11.4 µM] | -2.0%[9.22 µM]
COc1ccc(-n2c(C)nc3c(cnn3-c3ccccc3)c2=O)cc1 | -3% | 13% | -2% | -5% | -2% | 26% | 0% | -13% | 1% | -1% | 1.4%
CCc1cc2c(=O)n(N)c(CCC(=O)O)nc2s1 | 0% | 1% | 9% | -2% | -10% | -2% | 2% | -11% | 3% | -4% | -1.3%
CC(=NC1CCN(Cc2ccccc2)CC1)c1c(O)[nH]c(=O)[nH]c1=O | -2% | -7% | -1% | 1% | 4% | 4% | 2% | -11% | / | -8% | -0.8%[0.369 µM]
CCC1=NC(c2ccc(OC)cc2OC)N(O)C1(C)C (centres undefined) | -2% | 7% | 0% | 4% | 0% | 3% | 1% | -3% | 1% | 2% | 0.3%
Cn1c(SCC(=O)c2ccccc2F)nnc1C1CC1 | 1% | -12% | 5% | -2% | ? | 2% | -6% | 12% | -2% | -5% | -0.4%[57.5 µM]
COc1ccc(Nc2nc3c(c(=O)n(C)c(=O)n3C)n2CCO)cc1 | 0% | -23% | 2% | -4% | -3% | ? | -4% | -18% | / | -8% | 1.3%[0.369 µM]
COc1ccc(OC)c(NC(=O)Nc2nnc(N3CCC(C)CC3)s2)c1 | / | 25% | 4% | -3%[2.3 µM] | 3% | 21% | -10% | -15% | 2% | -4% | -0.2%
Nc1ccc(S(=O)(=O)Nc2ccc(S(N)(=O)=O)cc2)cc1 | -1% | 20% | 12% | -2% | -3% | -6% | 0% | 2% | 1% | -2% | /
COC(=O)c1ccc(C(NC(=O)OCc2ccccc2)/C(F)=C/[C@@H](C)C(=O)NCc2cccnc2)cc1 (some centres undefined) | / | 20% | -10% | -6% | -1% | -13% | / | 7% | / | -7% | -0.4%
CC(=O)N1CCc2cc(S(=O)(=O)CCC(=O)Nc3c(C)n(C)n(-c4ccccc4)c3=O)ccc21 | 6% | -40% | -1% | -2% | -8% | ? | 0% | 12% | -2% | -7% | -2.0%
CCCNC(=O)NC(=O)CN1C(=O)NC(C)(c2ccc(C)cc2)C1=O (centres undefined) | -2% | -5% | 1% | ? | 34%[activator] | 2% | 0% | ? | -5% | -5% | -0.1%[57.5 µM]
CN1CCCC(OC(=O)CCCC(=O)OC2CCCN(C)C2)C1 (centres undefined) | -1% | -6% | 12% | 3% | 1% | -2% | 3% | -18% | -3% | -6% | -0.1%[57.5 µM]
COc1ccccc1S(=O)(=O)Cc1ccc(C(=O)NCc2cccs2)o1 | -2% | 3% | -3% | 2% | -1% | -9% | 2% | 4% | -2% | -1% | 2.9%[1.84 µM]
CCOC(=O)c1cc(NC(=O)C2CCCO2)cc(C(=O)OCC)c1 (centres undefined) | 0% | 2% | -1% | -1% | 11% | 21% | 0% | 1% | -5% | -4% | 0.3%
COc1ccc(Cl)cc1NC(=O)CN1CCC(n2nnc3cc(C)ccc32)CC1 | -1% | 62% | -20% | -3% | 24% | 14% | 1% | 14% | 0% | -7% | /
C=CCn1c(SCC(=O)Nc2nc(C)cs2)nnc1C(CO)NC(=O)c1ccccc1 (centres undefined) | -3% | 11% | -2% | -5% | -9% | -6% | 1% | -6% | -1% | -9% | -1.1%
CC(C)C(C(=O)Nc1ccc2c(c1)OCO2)N1C(=O)c2ccccc2C1=O (centres undefined) | 0% | ? | 2% | -7% | 5% | 9% | -1% | -22% | -9% | 3% | -2.8%
CCCOc1ccc(C2c3c(oc4cc(C)c(C)cc4c3=O)C(=O)N2CCCN(C)C)cc1OCC (centres undefined) | 0% | -26% | 5% | -2% | 7% | -2% | 2% | -5% | 12% | -4% | 0.2%
O=C(COc1ccc(Cl)cc1)Nc1ccccc1C(=O)NCc1ccco1 | 6% | 191% | -12% | ? | 11% | 11% | 0% | 27% | -6% | 19% | 0.1%
